ERG Ets-DNA blk – qHTS for Small Molecule Inhibitors of the ERG Ets/DNA interaction; Transcriptional regulator ERG (Homo sapiens), P11308; fluorescence polarization, His-ERG Ets domain / labelled DNA; Potency, µM (titrated, usually from 76.9 µM), inactives show at the highest dose FP activity, negative = inhibition, actives largely listed as inhibitors; 0.028% of 370,000 active; AID 624246, 2012; active = well fitted inhibition curve with a large enough effect in the polarisation, with a control signal flat; inconclusive = small, poorly fitted or top-dose-only effect, or effect the other way, or a change in a side signal; inactive = no such curve, though single readings can be large or run the other way; the % refers to the polarisation;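 note: polarization taken with two DNA probes labelled with fluorescein and Texas red; potency is the fitted concentration of half-maximal effect; % of control where 0% means no effect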
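His-tagged ERG Ets domain (1 uM in the protein solution; 300mM KCl, 50mM Tris-HCl, 1mM EDTA, 1mM DTT, pH 7.5) received compound, then a probe mix of 5 nM fluorescein-DNA and 100nM Texas-615-DNA. Fluorescence polarization was read for both dyes.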
APE1 inh – qHTS Assay for Inhibitors of the Human Apurinic/apyrimidinic Endonuclease 1 (APE1); recombinant APE1, TAMRA/BHQ-2 abasic DNA cleavage fluorescence; DNA repair nuclease/redox regulator APEX1 (Homo sapiens), P27695; Potency, µM (highest dose often 65.8 µM), for inactives: at the top dose activity change, negative = inhibition, actives largely listed as inhibitors; 0.35% of 350,000 active;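 note: potency is the fitted concentration of half-maximal effect; plate controls were vehicle for no effect and reference inhibitor for full effect; nearly all actives have a fitted effect of over 55% in size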
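Step 1: APE1 (0.75 nM) with compound, 15 min RT. Step 2: add 50 nM fluorophore/quencher THF duplex. Step 3: three fluorescence reads 60 s apart (525/598 nm); read 3 minus read 1 = reaction progress.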
POLB inh – qHTS Assay for Inhibitors of DNA Polymerase Beta; P06746; Pol beta primer extension/strand displacement, fluorescence kinetic; Potency, µM (titrated, usually from 114 µM), for inactives: top-dose activity change, negative = inhibition, most hits filed as inhibitors; 1.3% of 340,000 active; note: potency is the fitted concentration of half-maximal effect; % is set by controls: 0 for no effect and ±100 for the full control effect
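Human Pol beta at 10 nM; strand-displacement substrate 50 nM final. Compound exposure 15 min at room temperature before start, reaction 10 min at room temperature.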
POLK inh – qHTS for Inhibitors of Polymerase Kappa; purified Pol kappa, fluorescent DNA synthesis assay, 10 min; Potency, µM (series often up to 107 µM), inactives show at the top dose activity, negative = inhibition, usual class: inhibitors; 0.53% of 400,000 active; note: potency is the fitted concentration of half-maximal effect; % is set by controls: 0 for no effect and ±100 for the full control effect
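10 nM Pol kappa was preincubated with compounds for 15 min at room temperature. Reaction started with 50 nM (final) substrate. Fluorescence read kinetically at 0 and 10 min.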
Anesthetic bind – qHTS Assay for Identification of Novel General Anesthetics | Ferritin light chain (Equus caballus), P02791 | apoferritin/1-aminoanthracene competitive binding, fluorescence | Potency, µM (titrated, usually from 77.5 µM), without a hit: top-dose activity change, negative = displacement, most hits filed as inhibitors | 0.074% of 350,000 active | AID 485281, 2010; note: potency is the fitted concentration of half-maximal effect; % is set by controls: 0 for no effect and ±100 for the full control effect; nearly all actives have a fitted effect of over 20% in size
Target sequence (P02791 2-175 limits assumed): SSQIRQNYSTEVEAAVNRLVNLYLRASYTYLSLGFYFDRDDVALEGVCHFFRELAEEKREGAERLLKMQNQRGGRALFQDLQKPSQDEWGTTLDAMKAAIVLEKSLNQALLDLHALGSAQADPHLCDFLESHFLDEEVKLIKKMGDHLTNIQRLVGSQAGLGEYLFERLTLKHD
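Horse-spleen apoferritin (10 uM) in 50% saturated 1-aminoanthracene in PBS was incubated 10 min at room temperature with compound. Fluorescence (ex 380, em 535 nm) was normalized to free and bound 1-AMA, with concentration-response fitted by a four-parameter Hill equation.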
LDHA inh – qHTS assay for inhibitors of human lactate dehydrogenase. L-lactate dehydrogenase A chain (Homo sapiens), P00338. purified LDHA, NADH/diaphorase-resazurin fluorescence; hits give low values. 0.15% of 480,000 active. activity change, % (values are at about 110 or 230 µM). AID 1347041, 2019; in the data active = activity change below about -30%; inconclusive = mostly about -25% to -30%;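 note: plate controls were DMSO wells for no effect and wells without enzyme for full effect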
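Human LDH5 (2 nM) was incubated with 0.06 mM NADH and 0.2 mM pyruvate for 5 min at room temperature in Tris pH 7.4. Remaining NADH was coupled through diaphorase/resazurin, and resorufin fluorescence was read at 0 and 20 min.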
RGS4 inh – Inhibitors of Regulator of G Protein Signaling (RGS) 4: qHTS; AID 504845, 2011; Transcreener GDP fluorescence polarization, RGS4-accelerated GTP hydrolysis; Potency, µM (highest dose often 114 µM), for the others: at the highest dose activity change, negative = inhibition, usual class: inhibitors; 0.039% of 390,000 active; note: potency is the fitted concentration of half-maximal effect; % is set by controls: 0 for no effect and ±100 for the full control effect; nearly all actives have a fitted effect of over 75% in size; some results filed as inactive show a strong effect at the top dose
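MLSMR compounds (23 nl, pin-transferred) preincubated 10 min at room temperature with a 500nM (2x) first reagent, then RGS4 at 900nM (2x) plus Transcreener GDP mix added; fluorescence polarization (620/688 nm) read before and after 90 min at 30 °C.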
POLH inh – qHTS for Inhibitors of Polymerase Eta; DNA polymerase eta (Homo sapiens), Q9Y253; recombinant Pol eta, fluorescent DNA replication assay; Potency, µM (highest dose often 114 µM), for inactives: at the highest dose activity change, negative = inhibition, hits mostly inhibitors; 1.2% of 390,000 active; AID 588591, 2011; note: potency is the fitted concentration of half-maximal effect; % is set by controls: 0 for no effect and ±100 for the full control effect
Target sequence (Q9Y253 whole entry, looked up): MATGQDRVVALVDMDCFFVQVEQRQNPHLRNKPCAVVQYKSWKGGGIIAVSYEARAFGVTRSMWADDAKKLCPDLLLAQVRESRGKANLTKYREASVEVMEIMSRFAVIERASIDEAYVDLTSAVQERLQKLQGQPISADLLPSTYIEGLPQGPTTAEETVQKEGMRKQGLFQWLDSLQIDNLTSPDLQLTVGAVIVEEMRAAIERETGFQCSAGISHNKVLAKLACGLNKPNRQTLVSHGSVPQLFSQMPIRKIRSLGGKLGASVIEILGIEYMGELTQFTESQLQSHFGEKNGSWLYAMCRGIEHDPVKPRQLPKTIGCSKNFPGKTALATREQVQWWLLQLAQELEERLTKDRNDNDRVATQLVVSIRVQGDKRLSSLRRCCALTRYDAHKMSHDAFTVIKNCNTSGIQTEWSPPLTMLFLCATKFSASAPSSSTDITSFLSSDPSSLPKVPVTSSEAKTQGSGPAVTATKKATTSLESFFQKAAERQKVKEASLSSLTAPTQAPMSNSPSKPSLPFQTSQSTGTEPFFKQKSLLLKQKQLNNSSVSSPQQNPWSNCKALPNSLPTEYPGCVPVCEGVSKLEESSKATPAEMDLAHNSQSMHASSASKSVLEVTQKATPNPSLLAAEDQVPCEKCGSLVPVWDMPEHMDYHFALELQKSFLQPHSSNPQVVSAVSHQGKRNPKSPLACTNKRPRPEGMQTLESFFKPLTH
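Fluorescent replication assay: 50 nM final substrate added after a 15 min room-temperature compound preincubation with 10 nM enzyme. Signal taken at 0 min and again at 10 min.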
12-LOX inh – Primary qHTS assay for inhibitors of human arachidonate 12S-lipoxygenase (ALOX12): Round 2 | Potency, µM (series often up to 108 µM), for the others: at the highest dose activity change, negative = inhibition, most hits filed as inhibitors | 1.1% of 580,000 active | purified 12hLO, xylenol orange hydroperoxide absorbance; note: potency is the fitted concentration of half-maximal effect; % is set by controls: 0 for no effect and ±100 for the full control effect
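Purified human 12hLO (150 nM final) in 25 mM Hepes, 0.01% Triton X-100, pH 7.0 was preincubated 15 min at room temperature with compound. Then 40 uM arachidonic acid was added, 30 min. Hydroperoxide was read by Fe-XO absorbance ratio 573/405 nm.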
* hit, by the source's call; u = inconclusive; x = no result given; & = joins results of further samples; [ ] = remark or other dose. Unless noted, calls come from the whole dose curve; as a rule, active = well fitted curve in the direction sought with a large enough effect; inconclusive = small, poorly fitted or top-dose-only effect, or another doubt; inactive = no such curve, though single readings can be large; an effect the other way counts as inactive or inconclusive. The list is partial. The share of hits here may be higher or lower than overall.

Under each structure: ERG Ets-DNA blk, APE1 inh, POLB inh, POLK inh, Anesthetic bind, LDHA inh, RGS4 inh, POLH inh, 12-LOX inh
1) O=c1[nH][nH]c(=O)c2cc([N+](=O)[O-])ccc12
  21%&-9%, 22%&3%, x, 5%&-5%, x, 2&-3, -18%&12%, -17%&-2%, -2%&-13%
2) Cc1cc(=O)oc2c(O)c(O)ccc12
  -23%, 3%, x, u, 4%, 15, -37%, -8%, -30%
3) COc1ccccc1N1CCN(Cc2nnnn2CCc2ccccc2)CC1
  -2%, 12%, -1%, -9%, 1%, -4, -10%, -1%, -4%
4) CC(=O)Nc1cccc(C(=O)OC(C)C(=O)N2CCc3ccccc32)c1 (stereo not given)
  -2%, -5%, x, -12%, x, -6, 4%, -4%, -16%
5) O=c1c2ccccc2nc(N/N=C/c2ccccc2)n1O
  3%, 16%, 18%, -4%, -7%, -2, 9%, -3%, -12%
6) Cc1ccc(N2C(=O)NC3(CCCCC3)C2=O)cc1
  1%, -7%, u, 2%, -11%, -3, -9%, 10%, 0%
7) OCCN1CCN(Cc2cccc(Oc3ccc(Cl)cc3)c2)CC1
  -2%, 5%, 10%, 0%, -19%, 4, -3%, -5%, -27%
8) Cc1oc2c(CN(C)C)c(O)ccc2c(=O)c1-c1ccc2ccccc2n1
  x, -5%, 28%, -2%[60.1 µM], -12%, 0, -8%, 12%, 11%
9) Cc1ccc(S(=O)(=O)NCC(c2ccco2)N2CCN(c3ccccc3F)CC2)cc1 (stereo not given)
  -1%, x, -25%, -5%[60.1 µM], -4%, 0, -20%, -17%, 0%
10) COC1(NS(=O)(=O)c2ccc(Br)cc2)C(C)=CC(=O)C=C1C
  -2%, 5%, 4%, 3%, -11%, 2, 4%, -22%, 0%
11) Cc1cc(=O)[nH]c(N=N/C(=N/Nc2ccc(O)cc2)c2ccccc2)n1
  -8%, 4%, -23%, -2%, u, 5, -88%, u, 0%
12) CCCOc1cccc(C(=O)NCCCNC(=O)c2ccccn2)c1
  -3%, 2%, -12%, -12%, -7%, -5, 8%, -14%, 21%
13) Cc1ccc(Cl)cc1N1CCN(C(=O)c2cnc(N3CCOCC3)c3ccccc23)CC1
  9%, x, -3%, -12%[60.1 µM], 76%[activator], -2, -21%, -19%, 0%
14) CCN(CC(=O)NCCc1ccc(S(N)(=O)=O)cc1)Cc1nc2ccccc2c(=O)[nH]1
  1%, 0%, 28%, -13%, -9%, -6, 10%, -6%, -12%
15) CCn1c(=O)c2sccc2n(Cc2ccc(C)cc2)c1=O
  2%, 6%, -7%, -4%, -4%, -11, 6%, -10%, 0%

Rewritten with one line to a screen: 8 of the compounds above
(8) Cc1oc2c(CN(C)C)c(O)ccc2c(=O)c1-c1ccc2ccccc2n1
(9) Cc1ccc(S(=O)(=O)NCC(c2ccco2)N2CCN(c3ccccc3F)CC2)cc1 (stereo not given)
(10) COC1(NS(=O)(=O)c2ccc(Br)cc2)C(C)=CC(=O)C=C1C
(11) Cc1cc(=O)[nH]c(N=N/C(=N/Nc2ccc(O)cc2)c2ccccc2)n1
(12) CCCOc1cccc(C(=O)NCCCNC(=O)c2ccccn2)c1
(13) Cc1ccc(Cl)cc1N1CCN(C(=O)c2cnc(N3CCOCC3)c3ccccc23)CC1
(14) CCN(CC(=O)NCCc1ccc(S(N)(=O)=O)cc1)Cc1nc2ccccc2c(=O)[nH]1
(15) CCn1c(=O)c2sccc2n(Cc2ccc(C)cc2)c1=O

assay / entry	8	9	10	11	12	13	14	15
ERG Ets-DNA blk	x	-1%	-2%	-8%	-3%	9%	1%	2%
APE1 inh	-5%	x	5%	4%	2%	x	0%	6%
POLB inh	28%	-25%	4%	-23%	-12%	-3%	28%	-7%
POLK inh	-2%[60.1 µM]	-5%[60.1 µM]	3%	-2%	-12%	-12%[60.1 µM]	-13%	-4%
Anesthetic bind	-12%	-4%	-11%	u	-7%	76%[activator]	-9%	-4%
LDHA inh	0	0	2	5	-5	-2	-6	-11
RGS4 inh	-8%	-20%	4%	-88%	8%	-21%	10%	6%
POLH inh	12%	-17%	-22%	u	-14%	-19%	-6%	-10%
12-LOX inh	11%	0%	0%	0%	21%	0%	-12%	0%

Remaining list, next part.
Under each structure: ERG Ets-DNA blk, APE1 inh, POLB inh, POLK inh, Anesthetic bind, LDHA inh, RGS4 inh, POLH inh, 12-LOX inh
16) CCOC(=O)c1cc(NC(=O)Nc2cc(C)ccn2)c(C)nc1C
  -15%, 12%, -1%, -1%, 2%, -15, u, 4%, -10%
17) CCC(C)NS(=O)(=O)c1ccc(OCC(=O)Nc2ccc(F)cc2F)cc1 (stereo not given)
  -6%, 3%, -11%, -4%, -5%, -8, 26%, -19%, -4%
18) COc1cc(NC(=O)c2ccccc2)c(OC)cc1NC(=O)Cc1ccc(Br)cc1
  -4%, 21%, 16%, 2%, -5%, -8, 12%, -3%, 17%
19) O=C(c1ccccc1)c1cc(F)c(N2CCOCC2)cc1Cl
  -5%, 12%, 9%, -1%, -18%, 0, -8%, -15%, 2%
20) CC(=O)N1CCOc2cc(S(=O)(=O)NCc3ccccc3Cl)c(Cl)cc21
  2%, 20%, -3%, -13%, 4%, 2, -6%, -12%, 2%
21) COc1cc(OC)c(C2CC(=O)N3CN(c4ccccc4)CSC3=C2C#N)cc1OC (stereo not given)
  -6%, -6%, 3%, -7%, u, 24, u, 0%, 2.8µM*
22) CC(C)CC(C(=O)NCc1ccccn1)N1C(=O)c2ccccc2C1=O (stereo not given)
  1%, 2%, 1%, -11%, -11%, 0, 3%, -15%, 0%
23) O=C(CNS(=O)(=O)c1cccs1)NCc1ccc(F)cc1
  -2%, 6%, 16%, -11%, -1%, -7, 4%, -2%, u
24) COc1ccccc1-c1nc(SCc2ccccn2)n[nH]1
  -2%, 10%, 62%, -1%, -7%, -6, 1%, 4%, -20%
25) CCN(C(=O)c1cc2c(=O)n3ccccc3nc2n1C)C1CCCCC1
  8%, 73%[activator], -1%, 13%, 525%[activator], 3, -12%, -12%, -6%
26) CCc1ccc(C(=O)c2cn(CC(=O)Nc3cccc(C)c3C)c3nc(C)ccc3c2=O)cc1
  4%, x, u, 10%, -7%, -4, 17%, -4%, u
27) CC(C)(C)C(=O)NNC(=O)c1cnccn1
  10%, 11%, 3%, 4%, 1%, -1, -11%[11.4 µM], 27%, 7%
28) Nc1nonc1-c1noc(CCCOc2ccc(Cl)cc2Cl)n1
  -2%, -4%, -9%, 6%, 4%, 1, -14%, -10%, -1%
29) O=C(Cn1c(=O)n(CCCS(=O)(=O)C2CCCCC2)c(=O)c2ccccc21)Nc1ccc(F)c(Cl)c1
  1%, x, 24%, 12%, -11%, 3, -12%, -13%, -24%
30) Cc1ccc(C)c(NC(=O)CSc2nc(=O)n(Cc3ccncc3)c3c2CCC3)c1
  0%, x, 9%, 8%[60.1 µM], -14%, -1, -19%, -13%, -1%

Other structures follow.
Under each structure: ERG Ets-DNA blk, APE1 inh, POLB inh, POLK inh, Anesthetic bind, LDHA inh, RGS4 inh, POLH inh, 12-LOX inh
31) O=C(CN1C(=O)c2ccccc2C1=O)Nc1ccccc1N1CCOCC1
  2%, 1%, 4%, -17%, 1%, 0, 14%, 9%, -14%
32) Cc1cc(N)n(-c2ccccc2)n1
  -6%, 1%, 18%, 2%, -7%, -1, 11%, -20%, -24%
33) COC(CNC(=O)C1CCCN1C(=O)OCc1ccccc1)OC (stereo not given)
  5%, 16%, 38%, 1%, -2%, -15, 17%, 3%, -9%
34) Cc1ccc(C)c(-c2csc(NC(=O)c3c(C)noc3C)n2)c1
  20%, -17%, x, -7%, x, -7, 20%, -2%, -3%
35) COc1ccc([C@@H]2[C@@H]3C(=O)N(C(C)(C)C)C(=O)[C@@H]3[C@]3(C)C(=O)N(c4cccc(C)c4)C(=O)N23)cc1
  -1%, -8%, 100%, -18%, -23%, -2, 4%, -3%, 9%
36) CC(C(=O)Nc1ccc(F)c(F)c1F)N(C)Cc1cccs1 (stereo not given)
  -11%, 9%, 0%, -15%, -15%, 0, 3%, -10%, 10%
37) COc1ccc(Cl)cc1C(=O)NNC(=O)COC(=O)c1ccc(Br)o1
  2%, -22%, x, -4%, x, 0, -23%, -6%, -12%
38) COc1cccc(C(C(=O)NC2CCCC2)N(Cc2ccco2)C(=O)c2ccco2)c1OC (stereo not given)
  -2%, 0%, 17%, 8%, -1%, 8, -9%, -5%, 14%
39) COc1cc(C2C3=C(COC3=O)Oc3cc4c(cc32)OCO4)cc(OC)c1O (stereo not given)
  x, x, x, -14%, x, 5, 3%, -12%, -46%
40) COc1ccccc1N1CCN(S(=O)(=O)c2cccs2)CC1
  2%, -2%, -13%, -13%, -14%, 4, 26%, -7%, -11%
